BAZ2B inh: blocks human BAZ2B. Q9UIF8. AlphaScreen BAZ2B-H3K14Ac peptide displacement. Potency, µM (series often up to 114 µM), without a hit: at the highest dose activity change, negative = inhibition, usual class: inhibitors. actives 4.4% (n = 360,000). AID 504333; further: potency means the concentration at half of the fitted maximal effect; on the % scale 0 is the no-effect control and ±100 the full control effect; nearly all actives have a fitted effect of over 60% in size
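AlphaScreen displacement: compounds (up to 110uM) incubated 30 min at room temperature with a preformed 50 nM BAZ2B/50 nM biotinylated H3K14Ac peptide complex in PBS pH 7.4 with Tween-20. Donor and acceptor beads at 10 ug/mL final added, 20 min light-protected before reading.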
GLS inh: glutaminase GLS (human) inhibition. actives 0.21% (n = 410,000). GLS enzymatic activity, qHTS titration. O94925. AID 624170. Potency, µM (highest dose often 45.5 µM), for inactives: at the top dose activity change, negative = inhibition, most hits filed as inhibitors; further: potency means the concentration at half of the fitted maximal effect; on the % scale 0 is the no-effect control and ±100 the full control effect
Target sequence (O94925 whole entry, looked up): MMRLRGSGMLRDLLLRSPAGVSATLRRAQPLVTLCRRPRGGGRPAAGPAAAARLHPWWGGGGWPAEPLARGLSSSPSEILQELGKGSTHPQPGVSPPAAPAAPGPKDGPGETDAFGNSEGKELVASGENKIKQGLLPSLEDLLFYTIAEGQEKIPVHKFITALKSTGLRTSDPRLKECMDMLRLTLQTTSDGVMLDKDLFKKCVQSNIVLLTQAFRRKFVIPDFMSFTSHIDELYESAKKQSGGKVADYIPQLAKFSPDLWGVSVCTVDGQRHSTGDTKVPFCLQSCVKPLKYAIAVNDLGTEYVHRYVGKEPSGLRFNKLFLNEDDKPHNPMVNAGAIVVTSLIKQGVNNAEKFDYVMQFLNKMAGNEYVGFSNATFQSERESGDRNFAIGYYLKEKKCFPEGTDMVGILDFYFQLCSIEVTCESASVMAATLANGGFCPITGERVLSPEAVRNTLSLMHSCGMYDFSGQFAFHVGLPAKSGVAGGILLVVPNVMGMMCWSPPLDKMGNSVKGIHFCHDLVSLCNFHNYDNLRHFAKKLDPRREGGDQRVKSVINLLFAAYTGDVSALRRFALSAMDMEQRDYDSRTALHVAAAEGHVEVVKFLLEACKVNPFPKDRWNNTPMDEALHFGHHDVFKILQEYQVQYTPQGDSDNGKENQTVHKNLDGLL
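hKGA in 45 mM KH2PO4 (pH 8.2), 0.02% Tween-20 with compound, then 1mM L-Glutamine (stock as added) plus glutamate oxidase/HRP/Amplex red coupling mix. Fluorescence read initially and after 30 min at RT; signal change reflects glutamate formation.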
ERG-DNA inh: ERG Ets/DNA interaction inhibition; actives 0.028% (n = 370,000); fluorescence polarization, His-ERG Ets domain / labelled DNA; P11308; AID 624246; Potency, µM (titrated, usually from 76.9 µM), for inactives: at the highest dose FP activity, negative = inhibition, hits mostly inhibitors; active means well fitted inhibition curve with a large enough effect in the polarisation, with a control signal flat; inconclusive means small, poorly fitted or top-dose-only effect, or effect the other way, or a change in a side signal; inactive means no such curve, though single readings can be large or run the other way; the % refers to the polarisation;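 further: polarization taken with two DNA probes labelled with fluorescein and Texas red; potency means the concentration at half of the fitted maximal effect; % of control where 0% means no effect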
Target sequence (P11308 whole entry, looked up, the tested form may be a part): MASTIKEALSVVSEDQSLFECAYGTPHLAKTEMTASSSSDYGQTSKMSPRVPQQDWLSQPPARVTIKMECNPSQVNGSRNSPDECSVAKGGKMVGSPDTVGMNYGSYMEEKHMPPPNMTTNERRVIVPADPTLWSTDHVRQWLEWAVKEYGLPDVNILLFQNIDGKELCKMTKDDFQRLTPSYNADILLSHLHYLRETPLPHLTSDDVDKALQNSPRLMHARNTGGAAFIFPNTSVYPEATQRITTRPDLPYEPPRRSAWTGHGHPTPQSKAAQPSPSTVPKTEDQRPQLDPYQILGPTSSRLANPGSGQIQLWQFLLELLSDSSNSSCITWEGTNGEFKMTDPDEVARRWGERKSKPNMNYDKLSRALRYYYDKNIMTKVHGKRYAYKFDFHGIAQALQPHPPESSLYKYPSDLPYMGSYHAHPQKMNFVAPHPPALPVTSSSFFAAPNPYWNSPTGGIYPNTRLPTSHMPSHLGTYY
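His-tagged ERG Ets domain (1 uM in the protein solution; 300mM KCl, 50mM Tris-HCl, 1mM EDTA, 1mM DTT, pH 7.5) received compound, then a probe mix of 5 nM fluorescein-DNA and 100nM Texas-615-DNA. Fluorescence polarization was read for both dyes.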
G9a inh: inhibitors of human histone lysine methyltransferase G9a; actives 8.8% (n = 350,000); Q96KQ7; G9a H3K9 monomethylation, AlphaScreen, 2 h; Potency, µM (series often up to 102 µM), without a hit: at the top dose activity, negative = inhibition, hits mostly inhibitors; AID 504332; further: potency means the concentration at half of the fitted maximal effect; on the % scale 0 is the no-effect control and ±100 the full control effect; nearly all actives have a fitted effect of over 75% in size
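Enzyme 20 nM + cpd, 15 min RT; add b-H3K9 pep 500 nM / SAM 20 uM; 2 h RT; anti-H3K9me1 Ab 0.5 ug/mL + SA donor / anti-rabbit acceptor beads 20 ug/mL each, 10 min; AlphaScreen read.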
JMJD2A Tudor inh: inhibitors of human JMJD2A Tudor domain. AlphaScreen JMJD2A-Tudor / H3K4me3 peptide binding. actives 4.4% (n = 390,000). AID 504339. Potency, µM (titrated, usually from 114 µM), for inactives: at the highest dose activity change, negative = inhibition, hits mostly inhibitors; further: potency means the concentration at half of the fitted maximal effect; on the % scale 0 is the no-effect control and ±100 the full control effect; nearly all actives have a fitted effect of over 50% in size
RGS4 inhibitor: human RGS4 inhibition; actives 0.039% (n = 390,000); P49798; Potency, µM (highest dose often 114 µM), inactives show at the top dose activity change, negative = inhibition, most hits filed as inhibitors; Transcreener GDP fluorescence polarization, RGS4-accelerated GTP hydrolysis; AID 504845; further: potency means the concentration at half of the fitted maximal effect; on the % scale 0 is the no-effect control and ±100 the full control effect; nearly all actives have a fitted effect of over 75% in size; some results filed as inactive show a strong effect at the top dose
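MLSMR compounds (23 nl, pin-transferred) preincubated 10 min at room temperature with a 500nM (2x) first reagent, then RGS4 at 900nM (2x) plus Transcreener GDP mix added; fluorescence polarization (620/688 nm) read before and after 90 min at 30 °C.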
PI4K2A block: PI4K2A (human) kinase inhibition | actives 0.13% (n = 420,000) | activity change, negative = inhibition, % at 76.9 µM | AID 1346378 | purified PI4K2A, ADP-Glo luminescence, 1 h; active compounds read low; in the data active means activity change below about -50%; inconclusive means mostly about -30% to -49%;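 further: -100% = wells without enzyme as full effect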
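Compounds are screened against recombinant PI4K2A using PI as substrate and ATP, the latter dispensed at 300 microM. Reactions run one hour at ambient temperature before ADP-Glo detection; full inhibition defined by wells lacking enzyme.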
12-LOX inh: blocks human arachidonate 12S-lipoxygenase | P18054 | purified 12hLO, xylenol orange hydroperoxide absorbance | Potency, µM (top dose mostly 108 µM), for inactives: top-dose activity change, negative = inhibition, hits mostly inhibitors | actives 1.1% (n = 580,000); further: potency means the concentration at half of the fitted maximal effect; on the % scale 0 is the no-effect control and ±100 the full control effect
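Hydroperoxide product was detected by ferrous iron/xylenol orange as the 573 to 405 nm absorbance ratio. Arachidonic acid at 40 uM (final) was turned over for 30 min at room temperature by 150 nM human 12hLO, pH 7.0 Hepes buffer, after 15 min compound preincubation.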
HP1b chromo inh: HP1-beta chromodomain-methylated histone interaction inhibition. P83916. AlphaScreen HP1-beta / biotin-H3K9me3 peptide binding. Potency, µM (top dose mostly 114 µM), for the others: top-dose activity change, negative = inhibition, usual class: inhibitors. actives 0.56% (n = 390,000). AID 540317; further: potency means the concentration at half of the fitted maximal effect; nearly all actives have a fitted effect of over 70% in size; inactives centre near 23
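HP1-beta protein (50 nM final) preincubated 30 min at room temperature with biotinylated H3(1-18)K9me3 peptide (50 nM) in PBS pH 7.4, 0.01% Tween-20, then compound added for 30 min. AlphaScreen streptavidin donor/nickel chelate acceptor beads (10 ug/mL final), 30 min dark, luminescence read.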
* marks the source's active call; other numbers are inactive results; ? = inconclusive; nt = not tested or not shown; [ ] = dose if it differs, or a comment. Unless noted, the call rests on the fitted dose curve; in most records, active means well fitted curve in the direction sought with a large enough effect; inconclusive means small, poorly fitted or top-dose-only effect, or another doubt; inactive means no such curve, though single readings can be large; an effect the other way counts as inactive or inconclusive. Some of the compounds tested. The share of hits here may be higher or lower than overall.

SMILES	BAZ2B inh	GLS inh	ERG-DNA inh	G9a inh	JMJD2A Tudor inh	RGS4 inhibitor	PI4K2A block	12-LOX inh	HP1b chromo inh
Cc1ccc(CNC(=O)CCCC(=O)O)cc1	1.5%	-3.3%	4.2%	-14.9%	3.8%	-29.2%	3.1	25.8%	33.3%[activator]
C(#Cc1ccccc1)C[N+]1(CC#Cc2cccc3ccccc23)CCOCC1	-36.8%	9.4%	-7.8%	-1.5%	-11.0%	9.9%	3.4	-7.2%	25.4%
CCc1ccc(Cn2c(CNS(=O)(=O)c3ccc(F)c(Cl)c3)nc3cccnc32)cc1	-1.4%	-5.5%	-0.4%	31.4%[59 µM]	-12.3%	14.7%	0.7	-1.6%	13.3%[57 µM]
Cc1ccc(OCc2ccc(-c3ccccc3)cc2)c([N+](=O)[O-])n1	-2.5%	9.6%	2.6%	?	-14.4%	-4.5%	-0.1	-22.0%	13.6%
Cc1ccc(Oc2nnc(-c3cccs3)c3ccccc23)cc1C	2.5%	-3.2%	-3.9%	8.1%[59 µM]	4.2%	-11.5%	-2.8	-27.3%	38.1%[activator]
Cc1ccc(NC(=S)N2CCC(NC(=O)c3ccco3)CC2)cc1C	-14.5%	24.6%	22.3%	-7.4%	-22.8%	7.7%	6.4	-14.8%	12.0%
CCc1nnc(NC(=O)C(CC)c2ccccc2)s1 (stereo unspecified)	11.5%	4.4%	-9.6%	-8.4%[59 µM]	-21.3%	15.8%	4.0	-5.7%	9.5%
CC1=C([N+](=O)[O-])C(c2ccccc2)C2=C(N1)c1ccccc1C2=O (stereo unspecified)	35.5µM*	19.3%	0.8%	10µM*	25.1µM*	?	-4.3	?	?
CC(C)OCCCn1c(SCC(=O)Nc2ccc(F)cc2)nc2c(sc3ccccc32)c1=O	-0.7%	-9.0%	3.8%	17.0%[59 µM]	-12.0%	-3.0%	-5.1	?	-3.6%
Cc1cccc(N2CCN(C(=O)c3cccc(S(=O)(=O)N4CCc5ccccc5C4)c3)CC2C)c1 (stereo unspecified)	-10.1%	9.6%	-7.6%	1.7%	-19.5%	19.2%	-2.5	-1.1%	0.7%
O=C(NCC1CCN(Cc2ccccc2F)CC1)C1CCCN(c2ncnc3c2nc2n3CCCCC2)C1 (stereo unspecified)	-19.2%	-5.9%	1.3%	-3.3%	-32.2%	-10.8%[56.9 µM]	-1.4	-2.6%	8.9%
Cc1c(NC(=O)CSC(=S)N2CCCC2)c(=O)n(-c2ccccc2)n1C	4.9%	-2.3%	1.6%	?	-0.7%	-35.7%	-1.4	?	25.9%
COc1cc(/C=C2/C(=N)N3C(=NC2=O)SN=C3S(C)(=O)=O)ccc1OS(=O)(=O)c1ccc(C)cc1	?	22.0%	?	?	56.2µM*	?	-7.0	?	-17.4%
COCCCn1c(=S)[nH]c2sc3c(c2c1=O)CCCC3	-3.5%	?	13.1%	8.91µM*	?	-45.0%	0.3	?	1.8%
COc1ccc(NC(=O)C2OC3OC(C)(C)OC3C3OC(C)(C)OC23)cc1 (stereo unspecified)	-19.5%	1.2%	3.4%	8.1%[59 µM]	-3.8%	11.3%	-3.3	8.2%	19.0%
O=C(Cn1cnc2ccccc2c1=O)NCCC(=O)Nc1ccccc1C(F)(F)F	9.3%	16.7%	-9.3%	17.4%	-6.7%	-9.7%	1.1	-6.2%	5.4%
O=C(c1cc(-c2ccc(Br)cc2)on1)N1CCc2ccccc2C1	1.6%	-4.0%	1.6%	-2.5%	50.1µM*	?	1.0	5.6%	7.6%
O=C(N/N=C/c1ccc(-c2ccccc2C(=O)O)o1)c1cccs1	56.2µM*	-16.1%	5.5%	8.91µM*	89.1µM*	-9.4%	-5.1	?	4.9%
Cc1cc(C)cc(NC(=O)CSc2oc(-c3ccco3)nc2S(=O)(=O)c2ccc(Cl)cc2)c1	?	-18.7%	-6.3%	-28.5%[59 µM]	?	-7.4%	3.8	?	8.3%
CCN(CC)S(=O)(=O)c1cc(NC(=O)C(C)OC(=O)c2[nH]c(C)c(C(C)=O)c2C)ccc1C (stereo unspecified)	?	2.8%	9.9%	?	-32.2%	-23.6%	-6.0	8.9%	6.2%
CCC1COCCS(=O)(=O)N1Cc1cccc(C(F)(F)F)c1 (stereo unspecified)	10.7%	2.4%	-5.9%	26.7%	-2.1%	5.2%	3.1	4.9%	41.5%[activator]
CCOC(=O)NC(=O)/C(C#N)=C(/C)N(C)C	-4.6%	-6.4%	-0.3%	-0.2%	-6.2%	-5.9%	-0.3	1.7%	39.3%[activator]
O=C(NC(=S)Nn1cnnc1)c1cccc(Br)c1	-25.4%	33.9%[activator]	4.9%	11.2µM*	-15.9%	-44.1%	0.7	?	-23.9%
Cc1cc(=O)[nH]c(N2CCN(C(=O)c3ccco3)CC2)n1	-0.9%	2.9%	-10.1%	3.1%	-4.9%	-10.1%	-3.1	6.6%	27.5%
COC(=O)c1ccc(NC(=O)C(=O)c2c[nH]c3ccccc23)cc1	1.7%	1.2%	5.7%	21.6%	3.0%	-1.6%	1.1	-7.5%	36.1%

Arranged by the number under HP1b chromo inh (highest first): three from the list above
SMILES	BAZ2B inh	GLS inh	ERG-DNA inh	G9a inh	JMJD2A Tudor inh	RGS4 inhibitor	PI4K2A block	12-LOX inh	HP1b chromo inh
C(#Cc1ccccc1)C[N+]1(CC#Cc2cccc3ccccc23)CCOCC1	-36.8%	9.4%	-7.8%	-1.5%	-11.0%	9.9%	3.4	-7.2%	25.4%
COc1ccc(NC(=O)C2OC3OC(C)(C)OC3C3OC(C)(C)OC23)cc1 (stereo unspecified)	-19.5%	1.2%	3.4%	8.1%[59 µM]	-3.8%	11.3%	-3.3	8.2%	19.0%
O=C(N/N=C/c1ccc(-c2ccccc2C(=O)O)o1)c1cccs1	56.2µM*	-16.1%	5.5%	8.91µM*	89.1µM*	-9.4%	-5.1	?	4.9%

New compounds follow:
SMILES	BAZ2B inh	GLS inh	ERG-DNA inh	G9a inh	JMJD2A Tudor inh	RGS4 inhibitor	PI4K2A block	12-LOX inh	HP1b chromo inh
Cc1cccc(NC(=O)CN(C)S(=O)(=O)c2ccc(Br)cc2)n1	0.5%	-2.7%	-1.3%	-5.1%[12.7 µM]	-15.4%	-19.7%	7.4	6.1%	49.7%[activator]
C=CCOC(=O)c1sc(NC(=O)c2ccco2)nc1C	nt	-3.0%	-3.4%	-10.2%[59 µM]	-12.0%	-6.1%	-10.8	-13.8%	36.4%
CCCCN(CCCC)C(=O)c1cc(Cl)ccc1[N+](=O)[O-]	-9.5%	1.6%	2.7%	6.7%[59 µM]	-8.1%	19.2%	-0.3	-1.6%	8.4%
CCC(=O)N1CCc2cc(Br)cc(S(=O)(=O)NCc3ccc(Cl)cc3)c21	-12.3%	6.6%	-14.0%	-5.0%[59 µM]	-21.2%	19.4%	-4.5	-11.5%	16.3%
COc1ccc(C(=O)N=C2SC3CS(=O)(=O)CC3N2c2ccc(C(C)=O)cc2)cc1 (stereo unspecified)	?	-2.3%	-9.3%	nt	-31.7%	-26.5%	4.7	-1.5%	20.4%
COc1ccc(OC)c(Nc2nc(-c3ccc(O)c(O)c3)cs2)c1	50.1µM*	?	-6.9%	3.98µM*	10µM*	?	-10.2	nt	?
O=[N+]([O-])c1cc(/C=N/O)ccc1Oc1ccccc1Cl	-24.9%	-4.7%	12.6%	-5.0%	-31.9%	-9.9%	4.6	-3.0%	-11.0%
CCn1cc(C(=O)N2CCCC2)c(=O)c2cc(S(=O)(=O)N3CCOCC3)ccc21	-2.6%	4.0%	-2.4%	3.9%[12.7 µM]	-11.9%	18.5%	2.0	0.0%	16.6%
COc1cc(C(=O)NNC(=O)c2nn(C)c(=O)c3ccccc23)cc(OC)c1OC	nt	-6.2%	1.1%	nt	?	1.8%	1.4	-5.4%	28.2%
Cc1ccccc1C(=O)N(Cc1sccc1C)C1CCS(=O)(=O)C1 (stereo unspecified)	-4.1%	2.7%	1.6%	-23.7%[59 µM]	-9.4%	5.5%	-1.5	-5.7%	18.4%
COc1ccc(N2C(=O)CN(Cc3ccc(OC)c(OC)c3)C2=S)cc1	nt	12.7%	10.1%	-48.8%	-5.5%	14.4%	3.0	7.9%	41.5%[activator]
O=C(NC(=O)c1ccccc1)OCC1CCCN2CCCCC12 (stereo unspecified)	-2.4%	-6.3%	-3.8%	23.4%	-5.0%	-26.2%	3.6	27.7%[57.4 µM]	16.9%
Cc1ccccc1C(=O)NNS(=O)(=O)c1cccc([N+](=O)[O-])c1	-3.6%	10.0%	9.6%	nt	0.7%	1.4%	-10.5	-26.2%	41.1%[activator]
COc1ccc(OC)c(CCNC(=O)c2cc3c(=O)n(C)c4ccccc4c3n2C)c1	?	-3.6%	-6.4%	-37.9%[59 µM]	-19.2%	-0.6%	-0.4	-9.7%	12.3%
CCOC(=O)CN1C(=O)N[C@@H](c2ccco2)C(C(C)=O)=C1C	nt	5.6%	7.6%	nt	-19.3%	-14.1%	-3.5	2.4%	49.3%[activator]
CC(C)N(Cc1ccccc1)CC(O)COc1ccc(S(=O)(=O)N2CCOCC2)cc1Cl (stereo unspecified)	nt	-7.4%	-2.6%	15.9%	-31.6%	16.1%	4.1	-1.0%	11.7%
Cc1ccc(C(=O)COc2nc(C)cc(C)c2C#N)cc1	-4.4%	-1.0%	-17.1%	nt	3.0%	-13.4%	-1.3	-5.8%	26.1%
